From PubChem
CCR6 antagonist: blocks CCL20-driven beta-arrestin recruitment at human CCR6. P51684. CHO-K1 CCR6 PathHunter beta-arrestin, luminescence, CCL20-stimulated. inhibition, % at 20 µM. 340,000 tested, 0.49% active. AID 493098;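 active = compounds whose inhibition of the agonist-driven luminescence signal at 20 µM reaches about 50%, limit read from the data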;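 also: cells stimulated with CCL20 at 14 nM final; plate controls were DMSO with CCL20 for no effect and DMSO without agonist for full effect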
Target sequence (P51684 whole entry, looked up): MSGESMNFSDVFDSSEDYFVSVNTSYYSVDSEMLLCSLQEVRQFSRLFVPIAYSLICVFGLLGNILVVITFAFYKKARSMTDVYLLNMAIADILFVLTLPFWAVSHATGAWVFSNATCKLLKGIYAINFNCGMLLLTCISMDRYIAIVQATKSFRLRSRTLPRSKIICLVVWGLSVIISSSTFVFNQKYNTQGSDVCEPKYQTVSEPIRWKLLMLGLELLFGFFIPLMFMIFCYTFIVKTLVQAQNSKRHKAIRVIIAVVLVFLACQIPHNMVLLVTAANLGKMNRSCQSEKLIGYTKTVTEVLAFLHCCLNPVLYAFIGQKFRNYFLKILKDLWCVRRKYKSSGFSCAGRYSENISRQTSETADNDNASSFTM
Jurkat NFkB inh: inhibitors of the PMA/ionomycin-induced NF-kB reporter in Jurkat cells; PMA/ionomycin-induced NF-kB luciferase reporter, luminescence; inhibition, % at 4 µM; 330,000 tested, 0.53% active; AID 435003; in the data active = inhibition above about 50%
697 NFkB inh: lowers PMA/ionomycin-induced NF-kB signal in 697 B cells | 330,000 tested, 0.33% active | 697 B-cell NF-kB luciferase reporter, 16 h | inhibition, % at 4 µM; in the data active = inhibition above about 35%
CXCR6 block: inhibitors of human CXCR6 receptor | O00574 | CHO-K1 PathHunter CXCR6 beta-arrestin, luminescence | inhibition, % at 20 µM | 360,000 tested, 0.36% active | AID 602244; in the data active = inhibition above about 34%, passing the limit was not always enough;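 also: antagonist mode with CXCL16 agonist at 10 nM final; 0% = 10 nM CXCL16 with DMSO and 100% = unstimulated wells without agonist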
APJ antag: APJ receptor antagonism; AID 2521; CHO-K1 APJ beta-arrestin complementation, luminescence; 330,000 tested, 0.32% active; inhibition, % at 20 µM; P35414;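 active = inhibition above about 40% at 20 µM, limit read from the data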;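 also: cells challenged with 10 nM apelin-13 agonist together with compound; plate controls were apelin-13 plus DMSO wells for no effect and DMSO wells lacking apelin-13 for full effect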
Target sequence (P35414 whole entry, looked up): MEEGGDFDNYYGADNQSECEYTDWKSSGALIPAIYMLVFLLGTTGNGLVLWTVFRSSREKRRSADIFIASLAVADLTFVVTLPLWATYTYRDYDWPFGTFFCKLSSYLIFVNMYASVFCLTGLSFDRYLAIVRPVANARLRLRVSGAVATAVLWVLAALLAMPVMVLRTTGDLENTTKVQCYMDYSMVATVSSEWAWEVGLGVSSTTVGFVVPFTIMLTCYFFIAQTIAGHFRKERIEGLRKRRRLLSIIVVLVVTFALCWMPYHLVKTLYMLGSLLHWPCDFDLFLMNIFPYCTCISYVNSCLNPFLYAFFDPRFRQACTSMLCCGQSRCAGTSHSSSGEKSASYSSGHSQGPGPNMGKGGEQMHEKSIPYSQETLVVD
EBI2 block: antagonists of human EBI2 receptor; AID 651636; inhibition, % at 5 µM; 360,000 tested, 0.81% active; P32249; EBI2 beta-arrestin recruitment, luminescence, 7a,25-OHC stimulated; in the data active = inhibition above about 38%;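 also: enzyme fragment complementation signal reports receptor beta-arrestin coupling in cells; 0% = agonist plus DMSO wells and 100% = wells without agonist; some results beyond the cut were filed as inactive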
UBC13 inh: blocks human UBC13 polyubiquitin chain formation; P61088; TR-FRET; inhibition, % at 20 µM; 330,000 tested, 0.47% active; AID 485273; in the data active = inhibition above about 45%, passing the limit was not always enough
Target sequence (P61088 whole entry, looked up): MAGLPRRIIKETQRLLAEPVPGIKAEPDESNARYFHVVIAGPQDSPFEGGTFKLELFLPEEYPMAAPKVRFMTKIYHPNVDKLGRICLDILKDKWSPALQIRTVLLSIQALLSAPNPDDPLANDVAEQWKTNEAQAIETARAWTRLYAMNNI
Gli-Sufu block: antagonists of Gli-Sufu signaling; Sufu-KO-LIGHT fibroblasts, Gli luciferase reporter luminescence; inhibition, % at 5 µM; 340,000 tested, 0.74% active;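 active = inhibition above about 55%, limit read from the data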;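 also: 0% = DMSO-treated cells and 100% = wells with medium but no cells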
* = called active by the depositor; · = no result given.

entry	Structure	CCR6 antagonist	Jurkat NFkB inh	697 NFkB inh	CXCR6 block	APJ antag	EBI2 block	UBC13 inh	Gli-Sufu block
1	COc1cc(OC)c(C(=O)OCC(=O)N2CCOCC2)cc1OC	-1	0	-9	1	6	0	-4	17
2	COc1cc2c(cc1OC)-c1nnnn1C(C)(C)C2	-18	12	28	4	0	-7	11	5
3	O=C(C1CCN(S(=O)(=O)c2ccccc2)CC1)N1CCN(c2ccccc2)CC1	-4	-16	-30	-3	-44	12	-5	32
4	CCOc1ccc(Nc2nc(N3CCCCC3)nc(N3CCCCC3)n2)cc1	-1	3	-15	-3	9	22	-13	3
5	O=C(Nc1cccc(Cl)c1)Nc1ccon1	-6	12	-15	-6	-31	-20	-1	-6
6	CCOC(=O)c1ccc2c(c1)C1C=CCC1C(C(=O)O)N2 (stereo not drawn)	·	0	4	·	-17	·	6	·
7	O=C(Nc1ccc(Cl)cc1N1CCOCC1)C1CCCCC1	2	4	-14	8	8	-4	-2	0
8	CNC(=O)CN1C(=O)CSc2ncccc21	3	-6	13	-3	0	-8	9	2
9	O=C(O)c1ccc(N2C(=O)/C(=C\c3ccccc3)N=C2c2ccccc2)cc1	16	7	11	8	8	14	0	19
10	CC(=O)Nc1ccc(S(=O)(=O)N(C)CC(=O)NNc2c(F)c(F)cc(F)c2F)cc1	-4	-4	-25	-5	5	-10	2	0
11	CCOc1ccc(S(=O)(=O)NCCC2=CCCCC2)c2ccccc12	11	17	6	3	27	2	9	2
12	COc1ccc(/C=C2\CCCC3C2=NN(C(=O)CSc2n[nH]c(N)n2)C3c2ccc(OC)cc2)cc1 (stereo not drawn)	15	-8	-5	11	12	5	-3	-9
13	CCCNC(=O)COc1ccc(S(=O)(=O)Nc2ccc(C)cc2)cc1	-14	-4	-4	7	-16	-2	14	4
14	O=C(/C=C/c1cccc(OCc2ccccc2)c1)c1cccnc1	4	12	1	4	2	-4	4	17
15	CCN(CC(=O)Nc1ccccc1OC)C(=O)Cn1cnc2ccccc2c1=O	1	0	-7	2	6	2	2	-1
16	Cc1cccc(N2C(=O)CC(N(O)c3ccccc3)C2=O)c1 (stereo not drawn)	5	-10	-56	-1	5	-1	-7	-18
17	Oc1ccc(/C=N\Nc2cc(N3CCOCC3)nc(N3CCOCC3)n2)c(O)c1	2	-4	9	-19	-30	12	-22	18
18	COc1ccccc1C=C1SC(=S)NC1=O	27	·	·	18	·	7	·	3
19	Cc1nc(NC(=O)CSc2ccc(-c3nc4ccccc4[nH]3)cn2)sc1C	2	-28	-50	1	-2	-8	-1	-79
20	CCCN(c1ccc(OCC)cc1)S(=O)(=O)c1ccc2c(c1)NC(=O)CO2	21	2	6	2	9	7	2	36
21	Cn1c(=O)n(Cc2ccco2)c(=N)c2c3c(sc21)CCC3	7	-6	-6	0	-9	-22	4	6
22	COc1cccc(C(=O)NOCc2ccc(C)cc2)c1OC	12	-13	9	-6	13	0	4	-4
23	COCCNC(=O)NC(=O)COC(=O)c1cccn1C	3	0	2	0	10	-8	-10	3
24	COc1ccccc1-c1coc2c(CN3CCN(CCO)CC3)c(O)ccc2c1=O	6	15	0	1	27	-3	10	-1
25	COc1cc(/C=N/Nc2nc3ccccc3[nH]2)ccc1O	1	-11	-18	-12	-54	-1	-8	-6
26	O=C(COc1ccc(F)cc1)NC1CC1	-7	3	25	-5	-3	0	5	-5
27	COc1ccccc1N1C(=O)CC(Nc2ccc(N3CCOCC3)cc2)C1=O (stereo not drawn)	-11	1	12	4	1	11	-22	-2
28	COc1ccccc1N1CCN(C(=O)CNC(=O)c2ccc(Cl)cc2Cl)CC1	5	-20	-46	-2	15	6	-2	4
29	CC1CN(c2ccc(Cl)cc2)c2nc3c(c(=O)[nH]c(=O)n3C)n2C1 (stereo not drawn)	5	-8	-4	-3	19	-10	-4	47
30	CCOC(=O)c1cc(NC(=O)N(C)C2CCCCC2)c(C)nc1C	11	2	-3	-4	17	10	-5	-2
31	C/C(=C\c1ccccc1)C1Nc2cccc3cccc(c23)N1	·	-8	-17	·	-4	·	-30	·
32	COc1ccc(-c2ccc([C@H]3[C@H]4C=CC[C@@H](C)[C@@H]4C(=O)N3Cc3ccccc3)c(F)c2)cc1OC	13	10	7	18	6	20	-2	-13
33	Cc1ccc(NC(=O)C[n+]2cc(-c3ccc(C)cc3)n3c2CCC3)cc1	8	9	7	-3	15	13	15	7
34	CN1CCCN(C(=O)CC2(CC(=O)O)CCCCC2)CC1	-2	-3	-4	2	2	1	20	2
35	Cc1ccc(-n2nnnc2SCC(=O)Nc2sccc2C#N)cc1	-4	-15	-40	-8	-3	-6	-16	5
36	O=C(c1cn(-c2ccccc2)nc1-c1ccc(Cl)s1)N1CCOCC1	3	-7	-23	-1	3	-10	-4	3
37	N#Cc1nc(-c2ccco2)oc1NCCN1CCOCC1	-5	8	22	4	-17	0	4	5
38	CC(CC(=O)N1CCN(c2ccccc2)CC1)c1ccccc1 (stereo not drawn)	-2	6	-18	6	-1	-14	9	-9
39	Cc1ccc(C(=O)N/C(=C/c2ccccc2)C(=O)NCC2CCCO2)cc1 (stereo not drawn)	-1	7	12	-5	1	-6	8	-2
40	O=C(COC(=O)c1n[nH]c2ccccc12)NC(=O)NC1CCCCC1	-7	-6	12	-9	5	-4	19	-2
41	CC(C(=O)Nc1ccccc1)N1CCN(C(=O)c2ccco2)CC1 (stereo not drawn)	0	-2	9	6	-22	1	3	3
42	N#CCc1nc(CSc2nc3ccccc3o2)cs1	-21	-16	-41	-8	11	2	-9	-43
43	Cc1cccc(N(CC(=O)N/N=C/c2cc([N+](=O)[O-])ccc2Cl)S(C)(=O)=O)c1C	-15	-3	-9	-3	-6	-3	10	4
44	CCOc1ccc(NC(=O)c2ccc(NC(=O)c3ccc(CN4CCOCC4)cc3)cc2)cc1	2	27	-33	3	9	-5	-16	6
45	O=C(NCCCNC(=O)c1cc(Cl)ccc1Cl)c1ccco1	16	0	8	-5	21	-15	8	4
46	COC(=O)CN(c1cc(Cl)ccc1OC)S(=O)(=O)c1ccc(OC)c(OC)c1	6	3	-3	3	-4	-1	16	6
47	COc1ccc(-c2cc(=O)oc3c(C)c(OCc4nn[nH]n4)ccc23)cc1	10	-6	13	-1	21	0	-17	-8
48	[O-][n+]1c2c(nc3c1-c1ccccc1C3O)CCCC2 (stereo not drawn)	·	-31	-14	·	36	·	-30	·
49	Cc1c(C(=O)OC2CCCCC2)sc2nc[nH]c(=O)c12	-7	-2	-12	-8	-14	-1	5	1
50	CC1(C)CC(C(CC(=O)Nc2nccs2)c2ccccc2)CCO1 (stereo not drawn)	23	-5	-6	-3	11	13	-2	12
51	Cc1ccc(NS(=O)(=O)c2ccc3c(c2)NC(=O)C(C)C(=O)N3)c(Br)c1 (stereo not drawn)	1	-6	14	0	-7	5	-24	5
52	CCN(C(=O)COC(=O)c1ccc2c(c1)OCO2)c1ccccc1	14	-12	-27	14	11	6	-4	-3
53	Cc1ccc(OCCN(C)C(=O)C2CCC(=O)N(Cc3ccccc3F)C2)cc1 (stereo not drawn)	12	3	5	4	12	-7	6	12
54	COc1ccc2oc(=O)c(C(=O)O)cc2c1	7	10	10	-4	10	5	-2	7
55	CCCCCC(=O)NNC1CC(=O)N(c2ccccc2)C1=O (stereo not drawn)	-22	-13	-9	8	20	5	-2	2
56	O=C(CCNC(=O)c1ccc(Br)o1)NCc1ccccn1	-15	10	7	1	-10	-11	6	-1
57	O=C(CCc1nc(-c2ccccc2Cl)no1)NCC1CCCO1 (stereo not drawn)	3	-8	4	0	-20	-1	7	-13
58	O=C(CSc1n[nH]c(-c2ccncc2)n1)Nc1ccc(Cl)c(C(=O)O)c1	1	17	5	-3	2	-15	0	-13
59	Cc1ccc(NC(=O)c2ccc(NCc3ccc(F)cc3)nc2)cc1	-13	-12	8	1	-4	16	-1	-6
60	CS(=O)(=O)N(Cc1ccccc1)c1ccc(C(=O)N2CCc3ccccc3C2)cc1	3	11	-6	2	11	14	-3	10
61	CCOc1cnc(-c2c(-c3c(Cl)cccc3Cl)noc2C)o1	12	9	14	9	1	8	11	2

Arranged by length of the SMILES (falling): some entries from above.
entry	Structure	CCR6 antagonist	Jurkat NFkB inh	697 NFkB inh	CXCR6 block	APJ antag	EBI2 block	UBC13 inh	Gli-Sufu block
32	COc1ccc(-c2ccc([C@H]3[C@H]4C=CC[C@@H](C)[C@@H]4C(=O)N3Cc3ccccc3)c(F)c2)cc1OC	13	10	7	18	6	20	-2	-13
10	CC(=O)Nc1ccc(S(=O)(=O)N(C)CC(=O)NNc2c(F)c(F)cc(F)c2F)cc1	-4	-4	-25	-5	5	-10	2	0
44	CCOc1ccc(NC(=O)c2ccc(NC(=O)c3ccc(CN4CCOCC4)cc3)cc2)cc1	2	27	-33	3	9	-5	-16	6
60	CS(=O)(=O)N(Cc1ccccc1)c1ccc(C(=O)N2CCc3ccccc3C2)cc1	3	11	-6	2	11	14	-3	10
3	O=C(C1CCN(S(=O)(=O)c2ccccc2)CC1)N1CCN(c2ccccc2)CC1	-4	-16	-30	-3	-44	12	-5	32
28	COc1ccccc1N1CCN(C(=O)CNC(=O)c2ccc(Cl)cc2Cl)CC1	5	-20	-46	-2	15	6	-2	4
11	CCOc1ccc(S(=O)(=O)NCCC2=CCCCC2)c2ccccc12	11	17	6	3	27	2	9	2
16	Cc1cccc(N2C(=O)CC(N(O)c3ccccc3)C2=O)c1 (stereo not drawn)	5	-10	-56	-1	5	-1	-7	-18
35	Cc1ccc(-n2nnnc2SCC(=O)Nc2sccc2C#N)cc1	-4	-15	-40	-8	-3	-6	-16	5
57	O=C(CCc1nc(-c2ccccc2Cl)no1)NCC1CCCO1 (stereo not drawn)	3	-8	4	0	-20	-1	7	-13
34	CN1CCCN(C(=O)CC2(CC(=O)O)CCCCC2)CC1	-2	-3	-4	2	2	1	20	2
22	COc1cccc(C(=O)NOCc2ccc(C)cc2)c1OC	12	-13	9	-6	13	0	4	-4
23	COCCNC(=O)NC(=O)COC(=O)c1cccn1C	3	0	2	0	10	-8	-10	3
18	COc1ccccc1C=C1SC(=S)NC1=O	27	·	·	18	·	7	·	3
